Screening results as filed in PubChem.
AI-2 QS modul: modulates the Vibrio harveyi AI-2 quorum sensing system; Vibrio harveyi JMH597 AI-2 luminescence/OD600 ratio, 9 h; stronger effect = lower value; strain lacks LuxN and CqsS sensors; 0 = neutral-control median; activity change, % at 7.5 µM; hit rate 0.4% among 300,000; AID 2094; in the data active means activity change below about -75%, passing the limit was not always enough; inconclusive means no clear call, values can overlap the other calls;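 further: luminescence divided by OD600 gain over 9 h not by final OD600 alone; inactives centre near 13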
HSF1 inhib: HSF1 inhibition | NIH3T3-HGL HSE-luciferase, MG132-induced, luminescence 8 h; stronger effect = lower value | activity change, negative = inhibition, % at 7.5 µM (by protocol) | hit rate 0.77% among 300,000;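 active means more than half of replicate wells show activity change below -50%, luminescence cut by over half; inconclusive means some wells, but at most half, below -50%; inactive means no replicate well below -50%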;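 further: luciferase reports HSF-1 transcriptional activity via heat shock element; 0% = median of DMSO wells and -100% = zero luminescence signal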
Dyrk1A ADPGlo: inhibitors of rat Dyrk1A kinase. ADP-Glo luminescence, NFATc1 peptide. inhibition, % at 12.5 µM. hit rate 0.43% among 310,000; in the data active means inhibition above about 50%;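 further: plate controls were vehicle with enzyme for no effect and no enzyme for full effect; many of its hits are not listed in these tables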
Platelet DG rel: platelet dense granule release activity; human platelet-rich plasma, SFLLRN dense granule ATP release, luminescence; inhibition, %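 (compounds screened at 7.5 µM in platelet-rich plasma)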; hit rate 0.22% among 300,000;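 active means mean replicate score, as percent of positive control, at or above 50; inconclusive means mean below 50 but at least one replicate at or above 50; inactive means mean and every replicate below 50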
HSF1 activator: increases HSF-1 driven luciferase reporter signal | NIH3T3-HGL HSF-1 luciferase reporter, MG132, 8 h; 100% = twice DMSO control signal | AID 504408 | activation, % at 9 µM | hit rate 1.7% among 300,000;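 active means mean replicate activation of at least 50% with a set share of replicates each reaching 50%; inconclusive means only one of those two conditions met; inactive means mean below 50% and too few replicates reaching it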;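 further: 0% = median of the neutral control wells and 100% = twice that signal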
GSK3beta inhib: inhibitors of human GSK3beta kinase; P49841; GST-GSK3beta kinase, ADP-Glo luminescence, 60 min; stronger effect = lower value; hit rate 0.038% among 300,000; activity score (negative = inhibition), % at 10 µM;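 active means more than half of replicate wells score below -50%, meaning over 50% inhibition versus plate controls; inconclusive means some replicates but at most half score below -50%; inactive means no replicate scores below -50%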;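 further: 0% = median DMSO wells and -100% = median GW8510 positive control wells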
Target sequence (P49841 whole entry, looked up): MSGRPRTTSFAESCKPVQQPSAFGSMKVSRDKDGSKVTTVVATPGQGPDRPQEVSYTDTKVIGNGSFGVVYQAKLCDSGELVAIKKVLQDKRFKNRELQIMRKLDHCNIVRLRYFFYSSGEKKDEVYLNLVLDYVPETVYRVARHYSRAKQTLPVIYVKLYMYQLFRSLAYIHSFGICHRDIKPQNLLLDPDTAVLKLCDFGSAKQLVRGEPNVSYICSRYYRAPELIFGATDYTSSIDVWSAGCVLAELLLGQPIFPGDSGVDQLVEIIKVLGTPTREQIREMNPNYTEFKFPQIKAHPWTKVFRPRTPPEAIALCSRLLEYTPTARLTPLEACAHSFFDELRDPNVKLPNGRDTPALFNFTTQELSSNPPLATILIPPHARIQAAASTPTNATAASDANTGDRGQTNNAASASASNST
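Test system: GST-fused GSK3beta enzyme, cell-free | Quantity: 1.6 ng GST-GSK3beta enzyme per well | Reagent: 25 µM ATP with peptide substrate | Schedule: 60 min enzyme reaction, room temperature | Signal: Luminescent ADP-Glo measurement of ADP formed | Read-out basis: Score relative to plate controls | Control set: DMSO and 20 µM GW8510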
GSK3 alpha inh: blocks human GSK-3 alpha kinase | ADP-Glo luminescence, 60 min | P49840 | hit rate 0.1% among 320,000 | inhibition, % at 10 µM | AID 2650;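 in the data active means inhibition above about 50%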;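 further: GST-tagged GSK-3 alpha with peptide substrate and 25 µM ATP; 0% = DMSO neutral wells and 100% = GW8510 positive control wells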
PolyA inhibitor: inhibitors of polyadenylation in S. cerevisiae; S. cerevisiae SKY197-pL101 polyadenylation reporter, beta-gal luminescence; efflux-impaired pdr1/pdr3 knockout yeast; score 100 = 6 SD above DMSO; calls only at 12 µM; hit rate 0.02% among 300,000;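 active means lowest replicate activity score at least 50, where 100 means six control SD above control mean; inconclusive means lowest score under 50 but half or more replicates reach 50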;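 further: yeast exposed to compound for 9 h at 30 °C; higher score means more reporter readthrough which indicates perturbed polyadenylation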
HDAC3 inh: inhibitors of human histone deacetylase 3; O15379; recombinant HDAC3, fluorogenic peptide/trypsin coupled, fluorescence; inhibition, % at 8.3 µM; hit rate 0.15% among 320,000; AID 2718; in the data active means inhibition above about 26%, passing the limit was not always enough; inconclusive means no clear call, values can overlap the other calls
Target sequence (O15379 whole entry, looked up): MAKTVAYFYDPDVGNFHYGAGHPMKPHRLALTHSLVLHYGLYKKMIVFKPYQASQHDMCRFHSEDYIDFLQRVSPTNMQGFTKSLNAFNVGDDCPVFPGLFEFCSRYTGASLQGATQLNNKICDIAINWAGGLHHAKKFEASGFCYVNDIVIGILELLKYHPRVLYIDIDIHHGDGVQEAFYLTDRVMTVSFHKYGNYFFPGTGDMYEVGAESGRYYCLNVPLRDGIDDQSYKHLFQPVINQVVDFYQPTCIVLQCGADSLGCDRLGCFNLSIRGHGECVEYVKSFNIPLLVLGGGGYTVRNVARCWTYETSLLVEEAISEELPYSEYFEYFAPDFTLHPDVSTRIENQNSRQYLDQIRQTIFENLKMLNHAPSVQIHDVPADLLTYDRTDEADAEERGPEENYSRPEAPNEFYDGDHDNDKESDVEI
HSP90 refold inh: HSP90 refolding inhibition in rabbit reticulocyte lysate; inhibition, % at 5.6 µM; luciferase refolding luminescence, 3 h; hit rate 0.91% among 290,000;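 active means inhibition above the screen-wide mean plus 3 SD, computed separately per campaign, cut at about 16% in these data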;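 further: 0% = DMSO wells and 100% = 60 µM geldanamycin wells; inhibitors lower the luminescence because luciferase stays unfolded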
* marks the source's active call; other numbers are inactive results; i = inactive; ? = inconclusive; nt = not tested or not shown. Not all compounds are listed (hit frequency here may not be typical).

SMILES	AI-2 QS modul	HSF1 inhib	Dyrk1A ADPGlo	Platelet DG rel	HSF1 activator	GSK3beta inhib	GSK3 alpha inh	PolyA inhibitor	HDAC3 inh	HSP90 refold inh
CCn1c(=S)sc2c(=O)n(-c3ccccc3)c(SC)nc21	22.4	-8.1	-1.2	8.7	-1.5	4.6	1.2	i	-1.2	1.7
Cc1c(C2C(C#N)=C(N)OC3=C2C(=O)CCC3)cnn1C (stereo not given)	16.0	nt	0.0	0.5	nt	-0.3	1.5	i	2.7	-1.1
CCN1C(=O)[C@H]2[C@@H](c3ccc(C)cc3)N3C(=O)N(c4ccc(C)cc4)C(=O)[C@@]3(Cc3ccc(Cl)cc3)[C@H]2C1=O	14.8	2.5	4.5	-5.4	14.8	-0.4	6.6	i	1.4	3.4
CCN(CC)S(=O)(=O)c1ccc(NC2c3ccccc3C(=O)N2Cc2ccc3c(c2)OCO3)cc1 (stereo not given)	2.4	-2.0	4.6	2.6	16.9	0.4	-0.5	i	?	3.4
O=C(Nc1ccccc1)Nc1cc(OCC(F)(F)F)cc(OCC(F)(F)F)c1	33.8	-2.5	2.7	-7.3	-27.4	3.2	nt	i	nt	1.4
O=S1(=O)CCO[C@H]2Cc3ccccc3[C@H]2N1Cc1ccccc1F	14.6	-8.6	1.9	-2.2	4.3	3.9	1.2	i	3.6	-1.7
CCOC(=O)c1ccc(NC(=O)NCc2ccccn2)cc1	13.5	-3.8	1.5	-15.7	3.2	-0.9	-1.0	i	0.4	-0.4
CCc1ccc2c(CN3CCOCC3)cc(=O)oc2c1	26.3	-4.2	13.5	-3.4	-23.2	5.9	-3.0	i	-3.7	-0.7
Cc1cc(C(=O)C(C)Sc2cccc[n+]2[O-])c(C)n1-c1ccc(Cl)cc1 (stereo not given)	8.9	13.8	0.9	-4.6	8.9	0.2	-1.1	i	9.9	-2.2
O=C(O)C1C2C=CC(O2)C1C(=O)NCCc1cccc(Cl)c1 (stereo not given)	18.0	15.1	-7.6	-1.1	36.7	2.4	-0.6	i	-6.6	-2.3
CCCCCOc1ccc(NC(=O)CCCC(=O)O)cc1	-13.3	-4.4	4.2	-4.3	17.7	3.1	-2.6	i	-2.9	-2.4
CCOc1ccc(NC(=O)CC2C(=O)N(CC)C(=S)N2CCNC(C)=O)cc1 (stereo not given)	-0.4	0.9	-1.3	14.0	10.2	-0.4	-0.9	i	-1.6	-3.8
Cc1ccccc1N1CCN(S(=O)(=O)Cc2ccccc2)CC1	15.4	19.0	0.0	3.1	51.9*	-3.7	-1.3	i	nt	2.1
O=C(CCN1C(=O)/C(=C\c2ccccc2)SC1=S)Nc1ccc(C(=O)O)cc1	-2.0	2.1	-5.5	-4.6	41.1	-0.6	0.1	i	1.6	2.5
CCN1CCN(C(=O)CSc2cc(=O)n(CC)c3ccccc23)CC1	12.3	9.1	-2.3	-4.2	12.1	-1.5	-0.2	i	3.8	-0.4
Cc1cc(C)cc(C(=O)NCC(=O)N2CCC3(CC2)NCCc2[nH]cnc23)c1	12.4	-1.5	3.4	2.5	0.5	-1.3	1.3	i	-1.9	-0.5
COc1ccc(S(=O)(=O)N2CCOC2CNC(=O)C(=O)NCCN2CCOCC2)cc1C (stereo not given)	13.1	-0.1	-1.0	-11.3	24.0	1.0	1.2	i	-1.6	0.0
Cc1cc2cc3c(cc2nc1SCC(=O)N1CCCC1)OCCO3	28.2	3.8	-5.1	-1.9	-2.2	-1.6	nt	i	nt	-2.1
CCCc1cc(=O)[nH]c(Nc2ccc(N3CCCCC3)cc2)n1	13.1	0.5	1.9	-1.5	-6.9	0.2	0.0	i	-0.1	-0.8
COc1ccc(CNC(=O)COc2ccc(S(=O)(=O)N3CCCCC3)cc2Cl)cc1	-3.4	4.2	0.9	-7.7	22.6	2.8	-2.3	i	-5.9	-2.3
CCOC(=O)N1CCN(c2c(NCCN3CCN(Cc4ccccc4)CC3)c(=O)c2=O)CC1	9.9	1.9	2.6	17.2	10.6	-1.9	0.8	i	4.6	-2.4
COc1ccc(/C=N/NC(=O)CCCOc2ccc(Cl)cc2Cl)cc1[N+](=O)[O-]	18.0	4.4	-1.0	-11.1	20.5	-1.9	nt	i	-8.0	-4.3
Cc1c(Cl)cccc1NC(=O)N1CCCC1	6.8	5.8	-1.2	2.3	-0.6	-1.5	nt	i	2.0	1.1
CC(=O)/C(C(=N)N1CCN(Cc2ccccc2)CC1)=C(\C)O	3.9	-2.5	-2.3	13.6	-21.6	1.7	-3.2	i	3.0	-0.5
Cc1cc(C)c2c(c1)/C(=N/NC(=O)c1cc(C)oc1C)CCC2	6.3	-5.2	nt	-4.6	2.5	0.5	-2.6	i	0.1	3.2
O=C(O)c1ccc(N=Nc2c(O)[nH]c3ccccc23)cc1	55.4	-29.5	4.8	133.0*	-32.6	-1.0	50.6*	i	8.6	41.2*
CCN(C(=O)COC(=O)/C(C#N)=C/c1ccc(OC)cc1)C1CCS(=O)(=O)C1 (stereo not given)	18.6	-3.4	13.1	8.8	-1.3	1.1	-0.9	i	9.7	nt
O=c1cc(N2CCC3(CC2)OCCO3)[nH]c(=O)n1-c1ccc(Br)cc1	26.2	-3.9	-3.5	2.8	-2.7	0.2	nt	i	nt	5.5
CC1CCN(c2ccc(S(=O)(=O)Nc3cc(C(=O)O)cc(C(=O)O)c3)cc2[N+](=O)[O-])CC1	9.8	-0.6	nt	0.1	-9.5	0.0	-4.2	i	-1.2	nt
COc1cc(/C=N/NC(=O)Cc2nnc(NC(=O)c3ccccc3)s2)ccc1O	3.5	-5.0	2.4	-0.8	-6.9	1.3	-1.4	i	nt	5.4
CCOc1ccccc1NC(=O)c1cnc(NS(=O)(=O)c2ccccc2)nc1	42.7	-3.7	1.1	-7.9	-5.0	2.3	-1.1	i	1.6	-1.8
CC(C)(C)NC(=O)C(Cc1ccccc1)NS(=O)(=O)c1ccc2c(c1)CCC(=O)N2 (stereo not given)	14.2	3.4	3.7	-5.0	-6.5	-0.4	-3.3	i	-8.6	0.0
COc1ccccc1COCC(O)CN(Cc1ccco1)Cc1ccccc1O (stereo not given)	7.0	-3.5	11.3	-1.4	7.3	0.7	-1.8	i	10.3	2.0
Oc1c(I)cc(I)c2cccnc12	13.8	8.8	4.3	-0.6	4.1	0.3	nt	i	nt	-2.3
Cc1onc(-c2ccccc2)c1C(=O)N1CCC(CO)(Cc2ccccc2)CC1	nt	-3.8	3.9	4.7	-2.4	4.6	0.9	i	0.2	3.2
c1ccc(-c2cc3ccccc3[nH]2)cc1	16.0	15.8	5.0	-2.2	-1.3	1.0	-3.2	i	-22.3	5.1
CN(C)c1ccc(NC(=O)CSc2nnc(-c3cnccn3)n2C)cc1	35.2	-3.0	-3.7	-3.0	11.3	-3.4	0.2	i	-1.7	-0.2
CCc1cccc2c(C(=O)COC(=O)C3=NNC(=O)CC3)c[nH]c12	22.3	-2.4	9.5	4.4	4.7	3.2	nt	i	4.7	2.2
C/C(CC(=O)Nc1ccccn1)=N\NC(=O)c1ccc(C)cc1	10.2	-2.9	3.2	-3.3	18.2	0.8	-4.3	nt	2.0	4.7
O=C(Nc1ccccn1)C(=O)N1CCCCC1	15.5	2.3	-3.0	-5.7	26.7	-0.6	3.6	i	0.1	-1.2
CN(c1ccccc1)S(=O)(=O)c1ccc(NC(=O)C2CCCCC2C(=O)O)cc1 (stereo not given)	17.8	-3.7	5.4	2.7	5.4	2.5	-2.4	i	-1.3	1.2
O=C(CCCCCNc1nc(=S)[nH]c2ccccc12)N1CCN(c2ccccn2)CC1	10.9	-3.4	6.5	1.6	6.9	-5.2	-0.3	i	7.5	1.9
CC[C@@H]1CC=C[C@H]2[C@H]1C(=O)N(Cc1ccccc1)[C@H]2c1cc(C)ccc1F	-12.0	3.6	nt	5.3	-2.7	-1.4	nt	i	nt	nt
Cc1nc(N2CCN(C(=O)c3ccco3)CC2)nc2c1C(=O)CC(C)C2 (stereo not given)	13.5	2.2	-8.0	3.4	2.0	1.7	1.7	i	3.0	-5.5
COc1ccc(C(=O)Nc2ccc(C)cc2C(=O)c2ccccc2)cc1	12.6	7.6	-0.8	13.0	18.0	1.9	-2.4	i	1.8	-0.6
Cc1cn(CC(=O)c2ccccc2)c2ccccc12	-1.4	-0.6	1.0	-0.5	4.9	0.4	-1.0	i	-9.3	-5.4
CC(=O)c1ccc(NC(=S)Nc2cccc3cnccc23)cc1	25.2	33.1	43.4	-3.3	42.8	-1.1	-1.3	i	0.1	11.1
O=S(=O)(c1ccc(NC(=S)Nc2ccc(OC(F)F)cc2)cc1)N1CCOCC1	-1.0	-4.9	1.9	-0.3	2.8	3.3	-0.6	i	6.4	1.9
COCCn1c(SCC(=O)c2[nH]c(C)c(C(C)=O)c2C)nc2ccccc21	29.6	-6.4	-3.5	-22.0	-7.0	1.5	0.4	i	8.3	2.8
C=CCn1c(SCC(=O)NCc2ccccc2)nnc1-c1ccccc1O	36.0	2.4	-1.9	-8.4	4.0	2.8	-1.0	i	7.3	-1.1
COc1ccc(CN(C)C2CCN(C)CC2)cc1OC	nt	0.7	-1.3	4.1	28.1	nt	-3.1	i	-6.7	5.3
Cc1c(Cl)c([N+](=O)[O-])nn1CC(=O)N1CCCC1	18.3	3.1	-0.1	-7.3	-5.0	0.5	0.6	i	-3.6	-1.7
COc1ccc(NC(=O)CSc2nnc(CCC(=O)Nc3ccc(C)c(Cl)c3)n2C)cc1	8.1	9.4	-4.1	-2.5	9.1	-1.1	-5.2	i	2.3	6.6
O=C1C2CCCN2c2ccc(S(=O)(=O)N3CCOCC3)cc2N1Cc1ccccc1F (stereo not given)	13.3	4.6	3.3	1.3	0.4	-0.3	2.6	i	-1.0	2.4
Cc1ccc(C(=O)N/C(=C\c2ccc(-c3cc(Cl)ccc3Cl)o2)C(=O)NCc2cccnc2)cc1	10.0	-2.5	-0.6	-3.7	18.9	-2.3	nt	i	23.7	-2.6
CCOc1ccccc1Nc1nnc(SCC(=O)Nc2cc(C)on2)s1	20.7	-5.5	-3.1	1.8	-1.6	0.9	-1.4	i	-0.3	1.6
O=c1c2cccc(Cl)c2nc2n1Cc1ccccc1-2	21.5	13.3	nt	5.3	17.7	-0.3	-1.8	i	0.7	0.9
CCOC(=O)N/N=C(\CCC(=O)O)c1cccs1	7.3	-4.0	-3.1	6.9	-1.2	-0.5	-2.9	nt	1.9	0.2
Cc1ccc(S(=O)(=O)N(C)c2ccc(OCc3cccc(C)c3)cc2)cc1	4.4	-3.0	-8.9	-5.5	11.5	-1.7	0.4	i	-2.2	12.4
COc1ccc(C)cc1NS(=O)(=O)c1ccc2c(c1)NC(=O)C(C)S2 (stereo not given)	4.3	2.8	4.1	0.0	20.0	1.1	-2.3	i	6.1	1.4
